mIAP act = activators of mouse IAP, primary screen, biochemical, luminescence, uHTS | intestinal alkaline phosphatase [Mus musculus] | muIAP, CDP-Star luminescence, 30 min; stronger effect = higher value; 1 = vehicle-only enzyme signal, 0 = enzyme-free wells | activation factor at 10 µM | 330,000 compounds, 0.24% hits | AID 2805, 2010;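 active means activation factor of at least 2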; further: the source names both 10 and 20 µM as test concentration; values of inactives mirror those of a sister screen read the other way
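System: Mouse IAP enzyme | Also added: CDP-Star substrate | Dosing: Compounds dispensed in DMSO | Schedule: 30 min enzyme-substrate-compound incubation at room temperature | Technique: Chemiluminescence readout | Control set: DMSO-only wells and no-enzyme negative control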
tim10-1 inh = growth inhibitors of tim10-1 mutant yeast, primary screen, luminescence, uHTS; S. cerevisiae tim10-1 ts strain growth, BacTiter-Glo, 24 h; inhibition, % at 20 µM; AID 463190, 2010; 330,000 compounds, 2.2% hits;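 active means inhibition of at least 40%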;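 further: mutant grown at 25 °C; 0% = DMSO wells with yeast and 100% = wells holding no yeast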
hIAP block = human IAP inhibitors, primary screen, biochemical, luminescence, uHTS; purified IAP, CDP-Star luminescence, 30 min; 330,000 compounds, 0.12% hits; inhibition, % at 10 µM;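 active means inhibition reaching a set limit with compound at 10 µM in the primary screen, cut at about 35% in these data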;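 further: plate controls were DMSO wells with enzyme for no effect and no-enzyme buffer wells for full effect; values of inactives mirror those of a sister screen read the other way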
APOBEC3A inh = APOBEC3A ssDNA deaminase inhibitors, primary screen, selectivity assay for APOBEC3G inhibitor project, biochemical, FAM/TAMRA oligo cleavage fluorescence | recombinant A3A, FAM/TAMRA ssDNA deamination fluorescence | 330,000 compounds, 0.41% hits | DNA dC->dU-editing enzyme APOBEC-3A (Homo sapiens), P31941 | inhibition, % at 20 µM;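 active means at least 40% inhibition at 20 µM here, with at most 30% in a related deaminase screen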;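 further: plate controls were A3A with DMSO for no effect and wells lacking A3A enzyme for full effect; some results filed as inactive read as strong as hits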
Target sequence (P31941 whole entry, looked up): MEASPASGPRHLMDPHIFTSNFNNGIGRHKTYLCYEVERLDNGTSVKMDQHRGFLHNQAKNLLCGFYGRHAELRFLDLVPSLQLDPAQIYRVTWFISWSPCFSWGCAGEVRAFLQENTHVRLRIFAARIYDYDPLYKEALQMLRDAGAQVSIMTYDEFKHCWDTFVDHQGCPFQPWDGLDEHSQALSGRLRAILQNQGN
TIM10 inh = growth inhibitors of isogenic TIM10 control yeast, primary screen, counter-screen for tim10-1 yeast inhibitor project, luminescence, uHTS | S. cerevisiae TIM10 strain growth, BacTiter-Glo luminescence, 24 h | inhibition, % at 10 µM | 330,000 compounds, 1.4% hits;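 active means inhibition of 40% or more at the single tested concentration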;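 further: wild-type TIM10 isogenic control strain grown at permissive 25 °C; 0% = DMSO yeast wells and 100% = minimal medium wells without yeast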
A3G deaminase = APOBEC3G DNA deaminase inhibitors, primary screen, biochemical, fluorescence, single-stranded DNA substrate, uHTS | inhibition, % at 20 µM | 330,000 compounds, 0.28% hits | recombinant A3G, ssDNA deamination FAM/TAMRA fluorescence | DNA dC->dU-editing enzyme APOBEC-3G (Homo sapiens), Q9HC16 | AID 493012, 2011;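 active means inhibition of at least 40% at 20 µM, with no more than 30% in the related APOBEC3A deaminase screen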;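 further: plate controls were DMSO wells with A3G for no effect and wells lacking A3G enzyme for full effect; some compounds called inactive have numbers as strong as hits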
Target sequence (Q9HC16 whole entry, looked up): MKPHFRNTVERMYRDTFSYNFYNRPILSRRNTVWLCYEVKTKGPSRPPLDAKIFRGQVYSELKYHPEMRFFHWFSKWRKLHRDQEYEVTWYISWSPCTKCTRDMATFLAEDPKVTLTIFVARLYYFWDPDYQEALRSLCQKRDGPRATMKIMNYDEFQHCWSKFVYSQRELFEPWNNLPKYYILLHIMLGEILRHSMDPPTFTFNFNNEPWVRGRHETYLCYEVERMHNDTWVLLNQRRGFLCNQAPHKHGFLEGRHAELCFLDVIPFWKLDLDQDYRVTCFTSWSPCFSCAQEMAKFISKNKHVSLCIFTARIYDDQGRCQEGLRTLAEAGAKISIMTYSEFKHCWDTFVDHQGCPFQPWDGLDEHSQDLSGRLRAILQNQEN
MIN6 prolif = inducers of MIN6 beta-cell proliferation, primary screen, ATP luminescence, uHTS; 330,000 compounds, 0.29% hits; MIN6 cells proliferation, ATPlite luminescence, 48 h; cells starved in 0.2% serum; 100% = growth in 10% serum; AID 2380, 2010; proliferation, % at 10 µM;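 active means compounds whose signal lies at least 3.5 SD above the mean of all wells on their plate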;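 further: 0% = DMSO-treated cells in low-serum medium and 100% = 10% serum control; some compounds called inactive have numbers as strong as hits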
mIAP inh = inhibitors of mouse IAP, primary screen, biochemical, luminescence, uHTS; intestinal alkaline phosphatase [Mus musculus]; purified mouse IAP, CDP-Star luminescence, 30 min; inhibition, % at 10 µM; 330,000 compounds, 0.2% hits;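 active means inhibition of at least 40% at 10 µM in the primary screen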;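 further: plate controls were DMSO with enzyme for no effect and no enzyme wells for full effect; values of inactives mirror those of a sister screen read the other way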
NLRP3 yeast inh = NALP3 inflammasome inhibitors in reconstituted yeast, primary screen, luminescence, uHTS | Yeast reconstituted NLRP3/ASC/caspase-1, beta-gal luminescence, 24 h | inhibition, % at 10 µM | 330,000 compounds, 0.39% hits | AID 2825, 2010;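 active means inhibition of 50% or more; inactive means inhibition below 50%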;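 further: plate controls were induced DMSO wells for no effect and uninduced yeast grown without galactose for full effect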
* marks the source's active call; other numbers are inactive results; . = no result given. Outcome played no part in choosing rows; any-hit rate near 4.6%.

no.	SMILES	TIM10 inh	APOBEC3A inh	hIAP block	tim10-1 inh	NLRP3 yeast inh	MIN6 prolif	mIAP inh	A3G deaminase	mIAP act
1	COc1ccc(-c2nc(-c3cccc(C)c3)nc(N3CCN(C)CC3)c2C#N)cc1	36	-6	-15	30	24	-4	6	-9	0.94
2	COc1ccc2c(c1)sc(=N)n2C	0	44*	-7	5	8	-6	4	15	0.96
3	COc1ccccc1NC(=O)CSc1nc2c(sc3ccccc32)c(=O)n1CCN(C)C	4	7	-5	35	5	0	22	2	0.78
4	CN1CCN(CCCN(Cc2cccs2)C(=S)Nc2ccc(Cl)cc2)CC1	-11	2	8	9	18	0	10	-2	0.9
5	COCCn1c(=NC(=O)c2ccc(S(=O)(=O)N3CCOCC3)cc2)sc2cc(S(N)(=O)=O)ccc21	6	1	-28	-5	9	2	14	-3	0.86
6	COc1ccccc1OCC(=O)NNC(=O)c1cnccn1	-12	-3	-36	5	10	-5	26	-2	0.74
7	Cc1onc(-c2ccccc2)c1C(=O)OCc1nnc(-c2ccccc2)o1	-27	-2	-1	2	33	-6	6	7	0.94
8	NC(=O)c1ccc(NC(=O)c2cncn2-c2ccccc2)cc1	-7	18	-13	10	-2	-1	-2	-3	1
9	CCCNC(=O)COC(=O)/C=C/c1ccco1	-1	2	6	5	9	0	4	3	0.96
10	CC[C@]12c3[nH]c4ccc(OC)cc4c3CCN1C(=O)C(CC(=O)NCc1cccc(C(F)(F)F)c1)C[C@@H]2C(=O)N1CCN(C(=O)c2ccco2)CC1 (stereo partly drawn)	8	4	.	22	.	.	3	1	0.97
11	Cc1nc(CNS(=O)(=O)c2ccc3c(c2)OCCO3)cs1	22	-3	7	21	4	2	5	-6	0.95
12	C/C(=N\N1CCN(C)CC1)c1ccc(Cl)c(Cl)c1	-4	2	6	15	-10	-1	0	-2	0.99
13	COc1ccc(CCN(C)C2CCCN(S(=O)(=O)c3ccccc3)C2)cc1OC (stereo not drawn)	4	-5	-8	7	4	3	-15	-1	1.2
14	COc1ccc(Cl)cc1NC(=O)Cn1c(=O)n2nc(C)nc2c2ccccc21	13	11	8	21	3	-3	8	-4	0.92
15	Cc1ccc(S(=O)(=O)Oc2ccc(N3C(=O)C4C5CCC(C5)C4C3=O)cc2)cc1 (stereo not drawn)	11	2	10	-1	5	-3	9	36	0.91
16	CCN1CCN(CCCNC(=O)c2ccc3c(Cl)c4c(nc3c2)CCCC4)CC1	6	0	2	1	7	-8	-2	-2	1
17	COc1cc(C2CC(=O)N3CN(Cc4ccccc4)CSC3=C2C#N)ccc1OCc1ccccc1 (stereo not drawn)	-4	-3	22	12	7	-3	4	-3	0.96
18	COc1ccc(C(=O)Nc2cc(C)c3c(=O)oc4ccccc4c3n2)cc1	-5	-3	8	2	12	0	7	-6	0.93
19	CNC(=O)CCCN1C(=O)c2ccccc2Sc2ncccc21	10	-1	-2	-2	11	-2	0	-4	0.99
20	Cc1nn(CCC(=O)N2CCN(S(=O)(=O)c3ccc(Cl)cc3)CC2)c(C)c1C	10	-4	2	-3	11	0	8	-13	0.92
21	COc1ccc(C(=O)Nc2nc3ccc(S(C)(=O)=O)cc3s2)cc1OC	-5	-2	2	-9	4	0	6	-7	0.94
22	Cn1c(=O)oc2cc(S(=O)(=O)NCCN3CCN(c4ccccc4F)CC3)ccc21	-10	3	3	5	6	4	5	-1	0.95
23	O=C(CSc1ncnc2nc[nH]c12)Nc1nnc(SCc2ccc(Cl)c(Cl)c2)s1	16	3	-66	21	1	-3	13	-1	0.87
24	CCC(C)n1c(SCC(=O)Nc2ccccc2C(F)(F)F)nc2ccsc2c1=O (stereo not drawn)	-7	1	-15	4	12	-2	9	-4	0.91
25	CCOC(=O)c1c(NC(=O)CNC2CCCc3ccccc32)sc(C(N)=O)c1C (stereo not drawn)	-3	1	4	12	10	-3	6	-13	0.94
26	O=C(c1cccc(OC2CCN(Cc3ccc(F)cc3Cl)CC2)c1)N1CCCC1	11	0	-18	13	8	-2	4	-6	0.96
27	Cc1cc(NC(=O)Cn2cnc3c(nnn3-c3cccc(F)c3)c2=O)no1	-2	1	-11	12	1	-2	3	-1	0.97
28	CC(C)NC(=O)NNC(=O)Cn1nnc(-c2cccc(Cl)c2Cl)n1	11	-1	-2	8	4	1	0	-9	1
29	COc1ccc(/C=C/C(=O)NC(=S)Nc2ccc(S(=O)(=O)Nc3nccnc3OC)cc2)cc1	10	-3	-3	3	10	0	4	-6	0.96
30	COc1ccc(-c2cn(-c3ccccc3)nc2CO)cc1	21	-1	-6	-15	14	1	16	-5	0.84
31	O=C(NC1(C(F)(F)F)NC(=O)N(CC2CCCCC2)C1=O)c1ccco1 (stereo not drawn)	29	1	-8	21	10	0	4	-2	0.96
32	C=CCOc1cccc(/C=C\c2nc(O)c([N+](=O)[O-])c(=O)[nH]2)c1	2	2	12	4	3	-2	1	-8	0.99
33	Cc1cccc(C(=O)NNC(=O)c2cc3cc4ccccc4nc3s2)c1	-6	-6	-27	1	12	-2	12	-8	0.88
34	CC(=O)Nc1cccc(Oc2cnc3ccccc3n2)c1	10	-3	10	10	26	1	3	-3	0.97
35	Cc1ccc(-c2nc3ccccc3nc2NN)cc1	-5	-2	-13	-7	33	0	0	4	1
36	Brc1ccccc1OCCCCCN1CCOCC1	-36	-2	-13	-45	18	1	0	-9	1
37	COC(=O)C(NNc1ccccc1C)(NC(=O)c1ccc(F)cc1)C(F)(F)F (stereo not drawn)	9	3	5	29	12	-3	3	39	0.97
38	NC(=O)c1cc(N=Nc2c(N)[nH]n(-c3c(Cl)cc(Cl)cc3Cl)c2=O)ccc1Cl	-9	1	6	-4	11	-4	3	-2	0.97
39	CCOC(=O)C1=C(C)NC2=C(C(=O)C(C(=O)OCC)C(c3ccco3)C2)C1c1ccccn1 (stereo not drawn)	7	1	4	13	6	-2	-2	-4	1
40	O=C(COC(=O)CCCN1C(=O)c2ccccc2C1=O)Nc1ncc(Cl)cc1Cl	7	5	13	31	10	-2	2	2	0.98
41	COc1ccc(S(=O)(=O)N2CCN(Cc3cccc([N+](=O)[O-])c3)CC2)cc1	3	-4	18	19	18	1	10	-4	0.9
42	CN1C(=O)CC(N2CCN(c3ccccn3)CC2)C1=O (stereo not drawn)	-2	-1	-16	13	-10	-1	4	-2	0.96
43	CCOC(=O)c1c(NC(=O)COC(=O)CNC(=O)c2ccco2)sc(C(C)=O)c1C	-5	2	9	16	16	0	-8	5	1.1
44	Cn1ccnc1SCC(=O)c1ccc(Br)cc1	21	-2	12	29	4	-4	26	6	0.74
45	O=C(Nc1ccc(Br)cc1)C1C2C=CC3(O2)C1C(=O)N(CCN1CCCCC1)C3C(=O)NC1CCCCC1 (stereo not drawn)	9	-3	-16	-26	12	-1	3	-9	0.97
46	Fc1ccccc1/C=N/N1CCN(Cc2ccccc2Cl)CC1	-8	-5	14	-15	22	-3	8	-6	0.92
47	O=C(CSc1cc(Cl)ccc1Cl)NCCCn1ccnc1	-3	2	-8	17	2	0	1	-1	0.99
48	CCOC(=O)Cc1cc(=O)n2[nH]c(C(C)(C)C)cc2n1	6	-7	4	-6	15	3	13	-10	0.87
49	CCC(C)N1CC(C(=O)NC2CCCCC2)CC1=O (stereo not drawn)	-12	-2	-23	-11	-2	0	0	-1	1
50	COc1ccccc1-c1nnc(-c2ccc(F)cc2)o1	15	0	4	31	4	-1	0	-9	1

Next records follow:
no.	SMILES	TIM10 inh	APOBEC3A inh	hIAP block	tim10-1 inh	NLRP3 yeast inh	MIN6 prolif	mIAP inh	A3G deaminase	mIAP act
51	Cc1ccc(CC(=O)Nc2cccc(C)n2)cc1	2	2	-16	19	-5	0	0	0	1
52	COc1cc(OC)cc(C(=O)NCCCNC(=O)c2cccnc2)c1	1	-2	15	-1	-2	-1	-2	-7	1
53	CCOC(=O)c1c(C)oc2c1c1c(c3ccccc32)OCN(Cc2ccccn2)C1	18	-5	-27	18	8	-6	2	-6	0.97
54	O=C(Nn1cnnc1)c1ccc(Cl)c(Cl)c1	-7	-2	3	1	35	-1	3	-5	0.97
55	Cc1ccc(NC(=O)CN(C)CC(=O)Nc2c(C)cccc2C)c(Br)c1	25	3	15	28	9	-2	0	2	1
56	CCOC(=O)C1CCN(C(c2cccc(OC)c2)c2sc3nc(C)nn3c2O)CC1 (stereo not drawn)	-8	-3	-6	4	17	-1	11	-8	0.89
57	CSc1ccc(/C=C(/NC(=O)c2ccco2)C(=O)N2CCCCC2)cc1	7	-3	8	8	20	3	1	-3	0.99
58	CCOc1ccccc1N1Cc2cc(C)c(C)cc2C1	10	-1	10	14	17	-6	4	0	0.96
59	CCCCNC(=S)NNC(=O)c1csc(C)c1C	-4	5	-95	22	-4	1	0	1	1
60	Cc1cccc(NC(=S)N(CCc2ccncc2)C(C)C)c1C	6	-1	8	-2	-3	3	0	-3	1
61	COc1cc(C2CC(=O)c3cnc(N)nc3C2)cc(OC)c1OC (stereo not drawn)	1	-3	21	13	10	1	11	-9	0.89
62	COc1ccc(CCN(C)C(=O)COc2ccc(N(C)S(=O)(=O)c3ccc(C)cc3)cc2)cc1OC	8	3	0	11	15	1	-5	-2	1.1
63	N#CC(c1ccccc1)C1CCN(Cc2ccccc2)CC1 (stereo not drawn)	-19	-3	-11	13	32	-1	7	-10	0.93
64	COCCNC(=S)N/N=C(\C)c1cccc(C(F)(F)F)c1	34	2	5	45*	4	2	0	4	1
65	Cc1ccc(S(=O)(=O)N2Cc3ccccc3CC2C(=O)Nc2cc(C)on2)cc1 (stereo not drawn)	-8	-4	4	22	8	-3	-13	0	1.1
66	Cc1ccc(C(=O)NCC(=O)N(C)Cc2ccc(Cl)cc2Cl)s1	0	0	4	25	13	0	1	-7	0.99
67	CCC(C)C1Nc2ccc(C(=O)NCCc3ccc(OC)c(OC)c3)cc2NC1=O (stereo not drawn)	3	-5	8	12	-2	-1	0	-8	1
68	CCO[C@H]1OC(C(=O)NCc2nc3ccccc3[nH]2)=C[C@@H](c2ccc3c(c2)OCO3)[C@@H]1CCCO	-1	-2	14	-3	5	7	-19	-6	1.2
69	CCn1c(=O)c(=O)[nH]c2cc(C(=O)NC3CCCC3)ccc21	5	2	4	-7	6	0	0	-7	1
70	CC1CCCN(C(=O)CCc2ccccc2)C1 (stereo not drawn)	-1	0	-6	0	-16	-1	-7	-8	1.1
71	O=P(O)(OCc1ccccc1)OCc1ccccc1	-1	-4	1	10	3	1	8	-13	0.92
72	Cc1ccc(S(=O)(=O)N2CCSC2)cc1C	4	1	1	3	15	-3	-12	0	1.1
